Source: PubChem BioAssay
EPAC1 antagonist: blocks human EPAC1 exchange factor; O95398; EPAC1 GEF assay, Rap1b-BODIPY-GDP exchange fluorescence; Potency, µM (top dose mostly 115 µM), for the others: top-dose activity change, negative = inhibition, hits mostly inhibitors; 0.14% of 360,000 active;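 further: potency means the concentration at half of the fitted maximal effect; plate controls were vehicle for no effect and positive control for full effect; nearly all actives have a fitted effect of over 50% in size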
Mm-Cpn inhibitor: M. maripaludis TRiC chaperonin inhibition; Potency, µM (titrated, usually from 76.9 µM), for the others: at the top dose activity, negative = inhibition, most hits filed as inhibitors; 0.031% of 330,000 active; purified Mm-Cpn ATPase, ADP Transcreener TR-FRET; AID 504842; further: potency means the concentration at half of the fitted maximal effect; on the % scale 0 is the no-effect control and ±100 the full control effect; nearly all actives have a fitted effect of over 80% in size
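ATPase turnover read by TR-FRET ADP competition (Eu cryptate antibody/ADP-d2, 665/590 nm): 10uM ATP final, 25nM Mm-CPN final, 30 min 37degC after 10-min compound preincubation, pH 7.4 Tris/KCl/MgCl2/DTT buffer.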
CCT modulator: modulators of cytosolic chaperonin (CCT/TRiC) activity; purified chaperonin ATPase assay, HTRF ADP detection, 30 min; activity change, % (concentration not given with the values), hits read low; 0.3% of 360,000 active; in the data active means activity change below about -30%; further: on the % scale 0 is the no-effect control and ±100 the full control effect
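We incubate TRiC, 40 or 20 nM final, with library compounds at 76 uM and 10 uM ATP for 30 min at 37 °C. ADP formed is detected with Transcreener HTRF reagents after 30 min at room temperature.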
EPAC1 agonist: activates human EPAC1 exchange factor; O95398; EPAC1 agonist qHTS, biochemical assay; response scale: 100% = response to 6.5 mM cAMP; Potency, µM (doses to about 154 µM), without a hit: at the top dose activation, most hits filed as activators; 0.073% of 360,000 active; AID 720707; further: potency means the concentration at half of the fitted maximal effect; nearly all actives have a fitted effect of over 60% in size
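Nucleotide exchange by EPAC1 (100 nM) on Rap1B–BODIPY-GDP (250 nM) in the presence of 50 uM GDP is tracked fluorescently at 480/540 nm over 30 min. Signals are normalized to a 6.5 mM cAMP control.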
WRN helicase inh: WRN helicase (human) inhibition; Q14191; WRN helicase unwinding, fluorescent forked duplex, kinetic; Potency, µM (highest dose often 114 µM), inactives show at the highest dose activity change, negative = inhibition, most hits filed as inhibitors; 0.46% of 360,000 active; further: potency means the concentration at half of the fitted maximal effect; on the % scale 0 is the no-effect control and ±100 the full control effect; nearly all actives have a fitted effect of over 55% in size
Target sequence (Q14191 whole entry, looked up): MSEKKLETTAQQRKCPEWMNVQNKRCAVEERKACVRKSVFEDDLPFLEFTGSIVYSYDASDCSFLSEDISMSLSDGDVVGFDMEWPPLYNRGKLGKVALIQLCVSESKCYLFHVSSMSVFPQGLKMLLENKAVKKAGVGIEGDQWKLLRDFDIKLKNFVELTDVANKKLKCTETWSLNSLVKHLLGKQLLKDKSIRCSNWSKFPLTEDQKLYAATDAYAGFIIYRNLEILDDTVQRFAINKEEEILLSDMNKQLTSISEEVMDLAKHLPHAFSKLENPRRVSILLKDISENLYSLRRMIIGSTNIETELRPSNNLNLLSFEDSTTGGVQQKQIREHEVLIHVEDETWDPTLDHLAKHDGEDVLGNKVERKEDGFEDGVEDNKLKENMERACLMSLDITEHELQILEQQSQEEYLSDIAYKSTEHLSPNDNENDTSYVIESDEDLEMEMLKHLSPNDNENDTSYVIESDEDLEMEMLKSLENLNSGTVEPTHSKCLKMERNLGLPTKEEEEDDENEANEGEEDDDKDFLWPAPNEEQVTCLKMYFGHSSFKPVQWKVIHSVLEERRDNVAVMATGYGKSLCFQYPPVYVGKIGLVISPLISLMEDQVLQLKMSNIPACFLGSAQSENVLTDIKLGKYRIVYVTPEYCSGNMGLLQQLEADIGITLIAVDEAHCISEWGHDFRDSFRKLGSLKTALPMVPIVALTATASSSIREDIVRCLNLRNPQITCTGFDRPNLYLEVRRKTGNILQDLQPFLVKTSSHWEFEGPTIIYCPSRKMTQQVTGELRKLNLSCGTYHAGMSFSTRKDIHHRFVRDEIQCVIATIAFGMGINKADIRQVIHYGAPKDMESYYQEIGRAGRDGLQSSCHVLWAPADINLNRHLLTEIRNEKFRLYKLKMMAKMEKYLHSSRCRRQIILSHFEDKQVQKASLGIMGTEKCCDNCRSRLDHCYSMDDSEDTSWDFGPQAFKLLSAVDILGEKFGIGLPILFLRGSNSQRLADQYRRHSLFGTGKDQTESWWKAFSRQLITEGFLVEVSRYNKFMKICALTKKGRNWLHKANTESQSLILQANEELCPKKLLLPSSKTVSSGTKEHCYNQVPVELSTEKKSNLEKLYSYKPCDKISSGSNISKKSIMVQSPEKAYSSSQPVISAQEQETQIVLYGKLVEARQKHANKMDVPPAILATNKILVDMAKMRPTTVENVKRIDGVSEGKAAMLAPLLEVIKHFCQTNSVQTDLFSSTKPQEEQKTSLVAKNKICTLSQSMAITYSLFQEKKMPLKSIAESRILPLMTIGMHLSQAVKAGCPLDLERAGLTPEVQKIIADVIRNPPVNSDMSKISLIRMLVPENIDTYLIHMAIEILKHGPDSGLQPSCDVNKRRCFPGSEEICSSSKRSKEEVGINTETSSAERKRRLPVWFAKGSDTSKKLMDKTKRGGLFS
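WRN at 20 nM final preincubated with compound 15 min at room temperature; reaction started with 100 nM fluorophore/quencher forked duplex oligonucleotide and 2 mM ATP final. Unwinding followed kinetically by red fluorescence (ex 525, em 598 nm).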
EPAC2 antag: EPAC2 (human) antagonism; 0.18% of 360,000 active; Potency, µM (series often up to 114 µM), for inactives: at the top dose activity, negative = inhibition, actives largely listed as inhibitors; EPAC2 GEF exchange of Rap1B-BODIPY-GDP, fluorescence; AID 720708; further: potency means the concentration at half of the fitted maximal effect; on the % scale 0 is the no-effect control and ±100 the full control effect; nearly all actives have a fitted effect of over 45% in size; many of its hits are not listed in these tables
PLK1 PBD inh: inhibitors of human PLK1 polo-box domain binding. Plk1 PBD binding of FITC phosphopeptide, fluorescence polarization. Potency, µM, inactives show max response, negative = inhibition, actives largely listed as inhibitors. 2.8% of 360,000 active; further: potency means the concentration at half of the fitted maximal effect; series mostly up to about 57 µM; on the % scale 0 is the no-effect control and ±100 the full control effect; nearly all actives have a fitted effect of over 65% in size
PI5P4K alpha inh: PI5P4K alpha (human) kinase inhibition | 1.2% of 330,000 active | max response, % | PI5P4Kalpha enzyme, ADP-Glo luminescence, 60 min; active compounds read low | P48426; active means max response of -50% or lower; inconclusive means between -30% and -50%; inactive means -30% or higher; further: value at the top dose of about 77 µM; on the % scale 0 is the no-effect control and ±100 the full control effect
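Single end-point luminescence (ADP-Glo) quantified ADP from PI5P4Kalpha turnover; ATP 5 microM final, 1 h at RT, 0.1% CHAPS and 0.28 mM EGTA in HEPES pH 7.4.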
Starred values were filed as active, the others as inactive; ? = inconclusive; . = no result given; & = joins results of further samples; [ ] = another dose, or the depositor's remark. Unless noted, the call rests on the fitted dose curve; in most records, active means well fitted curve in the direction sought with a large enough effect; inconclusive means small, poorly fitted or top-dose-only effect, or another doubt; inactive means no such curve, though single readings can be large; an effect the other way counts as inactive or inconclusive. An excerpt, so the mix of outcomes need not match the whole.

1: Nc1c(Br)cc2oc(-c3ccccc3)nc2c1Br
2: O=C(CCOc1ccccc1)Nc1ccnn1C1CCN(Cc2ccc(CO)o2)CC1
3: CC1=C(C(=O)N2CCOCC2)CC(CC(=O)NCc2ccco2)C(=O)N1CCC1=CCCCC1 (centres undefined)
4: CC(=O)c1cccc(OC(=O)c2cc(S(=O)(=O)N3CCOCC3)ccc2N2CCCC2)c1
5: C=CCOc1ccc(C=NNc2ccc(S(=O)(=O)Nc3ccccc3C(=O)O)cc2[N+](=O)[O-])cc1OC
6: O=c1[nH]c2ccc(Cl)cc2c(-c2ccccc2)c1SC(=S)N1CCOCC1
7: CCOC(=O)C(=C1Nc2ccccc2N1)n1c(-c2ccco2)nc2ccccc21
8: Oc1ccccc1-c1nnc(SCCN2CCOCC2)n1Cc1ccccc1
entry no.,1,2,3,4,5,6,7,8
EPAC1 antagonist,-2%,-6%,11%,4%,50µM*,8%,1%,-15%
Mm-Cpn inhibitor,-1%,-1%,.,2%,1%,-1%,.,1%
CCT modulator,-0.8,-3.4,1.7,3.2,-4.3,-1.0,0.2,-0.2
EPAC1 agonist,-11%,6%,-4%,-1%,-6%,14%,-7%,0%
WRN helicase inh,3%,-15%,12%,6%,50µM*,-10%,-30%,-16%
EPAC2 antag,-15%,4%,2%,1%,?,-4%,4%,3%
PLK1 PBD inh,3%,-4%,1%,1%,?,27µM*,?,1%
PI5P4K alpha inh,3,7,-8,5,-83*,?,-66*,1

9: COC(=O)[C@H]1[C@H]2C[C@@H]3c4[nH]c5cc(OC)ccc5c4CCN3C[C@H]2C[C@@H](OC(=O)/C=C/c2cc(OC)c(OC)c(OC)c2)[C@@H]1OC
10: CC(=O)CCc1ccc(OC(=O)c2cccnc2)cc1
11: Cc1ccccc1Nc1nc(N)nc(COC(=O)c2ccc(O)cc2)n1
12: CCOc1ccccc1C(=O)N(Cc1sccc1C)C1CCS(=O)(=O)C1 (centres undefined)
13: COCCn1c(SCc2csc(-c3ccccc3)n2)nc2ccccc21
14: CCOC(=O)[C@]12CCCC=C1N(Cc1cccc3ccccc13)C(=O)[C@H](CC(=O)NCCc1ccccc1OC)C2
15: c1ccc(-c2csc3ncnc(NCCCN4CCOCC4)c23)cc1
16: CCOC(=O)C1(CC2CCCCO2)CCN(Cc2nc(C(C)C)cs2)CC1 (centres undefined)
entry no.,9,10,11,12,13,14,15,16
EPAC1 antagonist,-5%,10%,-5%,6%,2%,-13%,6%,-22%
Mm-Cpn inhibitor,-22%,0%,2%,1%,-5%,.,.,1%
CCT modulator,-3.7,0.5,-0.5,-0.1,0.4,1.2,-0.8,1.1
EPAC1 agonist,0%,-3%,-6%,-6%,17%,15%,-1%,-1%
WRN helicase inh,-12%,4%,-15%,0%,-11%,-4%,5%,-9%
EPAC2 antag,-4%,-2%,-1%,8%,-2%,1%,4%,-6%
PLK1 PBD inh,7%,-4%,-2%,9%,0%,-12%,5%,9%
PI5P4K alpha inh,-9,-6,-9,8,.,10,4,2

Filtered by structure, those above containing an NH in an aromatic ring
6: O=c1[nH]c2ccc(Cl)cc2c(-c2ccccc2)c1SC(=S)N1CCOCC1
9: COC(=O)[C@H]1[C@H]2C[C@@H]3c4[nH]c5cc(OC)ccc5c4CCN3C[C@H]2C[C@@H](OC(=O)/C=C/c2cc(OC)c(OC)c(OC)c2)[C@@H]1OC
entry no.,6,9
EPAC1 antagonist,8%,-5%
Mm-Cpn inhibitor,-1%,-22%
CCT modulator,-1.0,-3.7
EPAC1 agonist,14%,0%
WRN helicase inh,-10%,-12%
EPAC2 antag,-4%,-4%
PLK1 PBD inh,27µM*,7%
PI5P4K alpha inh,?,-9

(more compounds)
17: O=C(O)Cn1c2ccccc2c2nc3ccccc3nc21
18: CCOC(=O)C(C)/C(C)=N\Nc1ccc([N+](=O)[O-])cc1[N+](=O)[O-] (centres undefined)
19: CCCCCN(C(=O)CCC(=O)OCC(=O)c1c(C)cc(C)cc1C)c1c(N)n(CCCC)c(=O)[nH]c1=O
20: CCCCCCSc1ccc(-c2nc3ccc(Cl)cn3c2NCCCC)cc1OC
21: Cc1[nH]c2ccccc2c1C(=O)/C=C/c1ccccc1
22: CCOC(=O)c1ccc(NC(=S)NC2CCCC2)cc1
23: CCOC(=O)c1ccc(-c2ccc(C3Nc4ccccc4C(=O)N3O)o2)cc1 (centres undefined)
24: Cc1ccc2ncccc2c1
entry no.,17,18,19,20,21,22,23,24
EPAC1 antagonist,-2%,4%,-10%,-9%,-3%,-11%,-15%,-14%
Mm-Cpn inhibitor,.,0%,-1%,0%,-3%,0%,0%,1%
CCT modulator,-3.8,-7.0,0.1,0.0,-4.1,-1.4,0.5,-2.6
EPAC1 agonist,10%,0%,-12%,-8%,18%,8%,16%,-14%
WRN helicase inh,1%,3%,0%,-12%,-27%,-31%[57.1 µM],?,10%
EPAC2 antag,2%,0%,24%,3%&-3%,-1%,-6%,-12%,-13%
PLK1 PBD inh,-9%,-6%,-1%,0%,-4%,-9%,-16%,-8%
PI5P4K alpha inh,-4,0,3,12&2,11,0,-10,-8

25: CCOC(=O)/C(C#N)=C\c1cc(C)n(-c2ccccc2)c1C
26: COc1ccccc1NC(=O)C(C)OC(=O)C1CCN(S(=O)(=O)c2ccccc2C(F)(F)F)CC1 (centres undefined)
27: CCOC(=O)C1=C(CSCC(=O)OC)NC(=O)NC1c1cc(C)ccc1C (centres undefined)
28: O=C(Cc1coc2cc(O)ccc12)NNC(=O)c1cccs1
29: COc1ccc(/C=N/NC(=O)CNC(=O)COc2ccccc2)cc1
30: Cc1c(C)c2ccc(OCC(=O)N3CC[C@@]4(O)CCCC[C@H]4C3)c(C)c2oc1=O
31: C[C@@H]1ON(C)[C@H]2C[C@H]3c4cc(N5CCN(C)CC5)ccc4CCN3C(=O)[C@@H]12
32: CC/C(=N\NC(=S)Nc1cccc(C)c1)c1ccccc1
entry no.,25,26,27,28,29,30,31,32
EPAC1 antagonist,-3%,1%,-3%,3%,-10%,-16%,-8%,-16%
Mm-Cpn inhibitor,-2%,.,0%,2%,0%,3%,.,2%
CCT modulator,0.2,-0.7,-4.6,0.0,-4.0,0.3,0.0,0.9
EPAC1 agonist,11%,6%,9%,2%,9%,-1%,-19%,9%
WRN helicase inh,-11%,-13%,0%,8%,2%,-7%,-5%,-5%
EPAC2 antag,-4%,5%,-1%,3%,4%,-4%,2%,-12%
PLK1 PBD inh,-3%,-8%,-8%,0%,-19%,-7%,-13%,-21%
PI5P4K alpha inh,0,6,.,-3,-4,-4,-1,4

33: CCOC(=O)/C=C1\CC(C(=O)OCC)Oc2c(OC)cccc21 (centres undefined)
34: CCCCNC(=O)N1CCN(C/C=C/c2ccccc2)CC1
35: COc1ccc(-n2nnc3c(=O)n(CC(=O)Nc4cc(C)on4)cnc32)cc1OC
36: O=C1/C(=C\c2ccco2)SC(=S)N1C1CCS(=O)(=O)C1 (centres undefined)
37: COc1ccc(NC(=O)c2ccc(OCC3CCCO3)cc2)cc1Cl (centres undefined)
38: Cc1ccc(N2C(=O)C3C(c4ccccc4)N4CCCN4C3(C)C2=O)cc1 (centres undefined)
39: CC(SCc1ccccc1)C(=O)N/N=C/c1cccs1 (centres undefined)
40: C[C@@H]1CN(C2CCN(Cc3nc(CC4CC4)no3)CC2)C[C@H](C)O1
entry no.,33,34,35,36,37,38,39,40
EPAC1 antagonist,-6%,13%,-2%,-13%,6%,-36%,-17%,-15%
Mm-Cpn inhibitor,-3%,-1%,-2%,-1%,-2%,0%,4%,-4%
CCT modulator,1.1,-1.1,-0.6,0.5,-2.1,-9.5,1.7,0.9
EPAC1 agonist,18%,12%,10%,3%,-2%,2%,-4%,8%
WRN helicase inh,-9%,4%,0%[57.1 µM],-28%,1%,-3%,-16%,2%
EPAC2 antag,-12%,-3%,-2%,4%,9%,-7%,0%,-7%
PLK1 PBD inh,?,-10%,3%,-22%,3%,-26%,-8%,-9%
PI5P4K alpha inh,?,2,1,?,2,2,6,-4

41: COc1ccc(Nc2cc(C(=O)NCCCN3CCN(C)CC3)c3ccccc3n2)cc1OC
42: COc1ccc(-c2nc(C)sc2CC(=O)O)cc1
43: Cc1c(Cl)ccc2c(C(O)CBr)cc(-c3ccccc3)nc12 (centres undefined)
44: CC(=O)Nc1ccc(C(=O)N2CCCCC2c2cc(C(=O)N3CCOCC3)no2)cc1 (centres undefined)
45: Cn1c(=O)oc2cc(S(=O)(=O)Nc3cccc([N+](=O)[O-])c3)ccc21
46: C=CCNC(=O)c1sccc1Oc1ccc(F)cc1[N+](=O)[O-]
47: CCN(CC)S(=O)(=O)c1cc(NC(=O)CCNC(=O)c2ccccc2Cl)ccc1C
48: CC1CCc2nn(CC(=O)NCCCN3CCCC3=O)cc2C1 (centres undefined)
entry no.,41,42,43,44,45,46,47,48
EPAC1 antagonist,-8%,-11%,-19%,-10%,8%,6%,-6%,?
Mm-Cpn inhibitor,-2%,0%,.,.,0%,-2%,-2%,0%
CCT modulator,-0.9,-0.8,-1.4,-2.0,-0.1,3.5,1.8,-0.3
EPAC1 agonist,3%,-1%,21%,0%,1%,4%,-12%,0%
WRN helicase inh,-6%,-12%,3%,3%,3%,-3%,-4%,-2%
EPAC2 antag,-3%,-3%,-17%,2%,0%,3%,10%,17%
PLK1 PBD inh,-11%,-13%,-8%,-13%,-6%,-7%,-2%,3%
PI5P4K alpha inh,2,9,17,-2,12,0,-5,3

Compound profiles (already shown). Order of values: EPAC1 antagonist, Mm-Cpn inhibitor, CCT modulator, EPAC1 agonist, WRN helicase inh, EPAC2 antag, PLK1 PBD inh, PI5P4K alpha inh
Shown for CC1CCc2nn(CC(=O)NCCCN3CCCC3=O)cc2C1 (centres undefined) → ?, 0%, -0.3, 0%, -2%, 17%, 3%, 3
Shown for COc1ccc(-c2nc(C)sc2CC(=O)O)cc1 → -11%, 0%, -0.8, -1%, -12%, -3%, -13%, 9

(list continues)
49: O=C(NC1CCCc2ccccc21)c1ccccc1OC(F)F (centres undefined)
50: COc1ccc(CC(=O)OCN2C(=O)c3ccccc3C2=O)cc1OC
51: CCCOc1ccc(C(CC(=O)O)NC(=O)C(c2ccccc2)c2ccccc2)cc1 (centres undefined)
52: Cc1[nH][nH]c(=O)c1C=Nc1ccc(C(F)(F)F)cc1
53: CSC[C@H]1CN(CCc2ccccc2)C(=O)[C@@H]1CC(=O)Nc1ccccc1
entry no.,49,50,51,52,53
EPAC1 antagonist,-11%,8%,1%,-14%,-15%
Mm-Cpn inhibitor,1%,2%,-2%,2%,.
CCT modulator,-0.8,-0.4,-3.1,-2.4,-1.1
EPAC1 agonist,-8%,10%,8%,11%,-13%
WRN helicase inh,-3%,-5%,-23%,-3%,2%
EPAC2 antag,?,-6%,-2%,1%,5%
PLK1 PBD inh,8%,5%,-2%,-6%,0%
PI5P4K alpha inh,2,-2,6,0,-1
